FLuc inhib CS = counter-screen for luciferase assay inhibitors: firefly luciferase inhibition; 200,000 tested, 1.5% active; ATPLite firefly luciferase biochemical luminescence, 10 min; P08659; inhibition, % at 10 µM;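 active = inhibition above about 50% when tested at 10 µM, limit read from the data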
APP transl inh = APP translation inhibition; inhibition, % at 2 µM; 190,000 tested, 0.82% active; AID 1285; SH-SY5Y APP 5'UTR-luciferase reporter, luminescence;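 active = inhibition above a set limit, derived from the sample mean plus 3 SD, cut at about 45% in these data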; also: values of inactives mirror those of a sister screen read the other way
bIAP inh = intestinal alkaline phosphatase (bovine) inhibition. purified bovine IAP, CDP-star luminescence, 30 min. inhibition, % at 20 µM. 190,000 tested, under 10 active. AID 1019;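 active = over 50% inhibition of intestinal alkaline phosphatase at 20 µM in the single-dose screen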
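System: purified bovine intestinal alkaline phosphatase (IAP) enzyme; Input: IAP diluted 1/65,000,000 in the well; Measured by: CDP-star luminescence signal; Compound dosing: 20 µM single dose; Incubation: 30 min reaction at room temperature.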
L major viab = inhibitors of Leishmania major promastigote growth. Leishmania major promastigotes, resazurin fluorescence viability. inhibition, % at 10 µM. 200,000 tested, 9% active. AID 1063; in the data active = inhibition above about 50%;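 also: promastigotes grown with compound for 44 hours at 28 °C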
RAM inhibit = yeast RAM network inhibition; S. cerevisiae dse1pr::URA3 reporter, 5-FOA growth OD615, 2 d; analog-sensitive cbk1-as2 kinase mutant strain; inhibition, % at 50 µM; 190,000 tested, 1.8% active; AID 868;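 active = inhibition above a set limit, 3 SD over mean compound inhibition, cut at about 8.4% in these data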;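 also: 0% = DMSO-only wells with no growth and 100% = 10 µM 1-NA-PP1 full growth; inhibition rescues growth on 5-FOA so higher OD means more RAM inhibition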
TNAP inh hiacc = inhibitors of human TNAP at high phosphate acceptor concentration. inhibition, % at 20 µM. 200,000 tested, 0.03% active. AID 1135. purified TNAP, CDP-star luminescence, 1 M DEA;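 active = over 50% inhibition of tissue-nonspecific alkaline phosphatase at 20 µM in the single-dose screen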;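 also: plate controls were DMSO wells for no effect and EDTA-quenched wells as full inhibition for full effect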
Target sequence (P05186 whole entry, looked up): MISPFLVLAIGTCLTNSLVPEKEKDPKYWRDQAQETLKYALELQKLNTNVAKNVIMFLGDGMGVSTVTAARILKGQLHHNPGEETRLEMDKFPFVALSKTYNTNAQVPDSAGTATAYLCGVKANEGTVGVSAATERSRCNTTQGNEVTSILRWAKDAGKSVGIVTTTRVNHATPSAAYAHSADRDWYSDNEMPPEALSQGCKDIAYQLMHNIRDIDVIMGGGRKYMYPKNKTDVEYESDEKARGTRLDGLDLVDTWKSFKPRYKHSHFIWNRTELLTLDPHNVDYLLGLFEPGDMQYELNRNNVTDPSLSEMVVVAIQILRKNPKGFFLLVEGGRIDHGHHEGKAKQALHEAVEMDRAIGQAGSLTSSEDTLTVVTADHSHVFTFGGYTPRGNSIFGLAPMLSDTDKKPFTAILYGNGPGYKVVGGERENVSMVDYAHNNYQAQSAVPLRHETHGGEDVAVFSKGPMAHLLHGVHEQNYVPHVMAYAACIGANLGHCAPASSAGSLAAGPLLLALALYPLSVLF
TNAP act hiacc = activators of human TNAP at high phosphate acceptor concentration; P05186; purified TNAP, CDP-star luminescence, 1 M DEA, 30 min; stronger effect = higher value; 0 = EDTA background, 1 = DMSO-only activity; activation factor at 20 µM; 200,000 tested, under 10 active; AID 1136;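 active = activation factor at least 2 at 20 µM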
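system = human TNAP | amount = enzyme diluted 1/800 final | reagent = 100 µM CDP-star substrate | signal = luminescent substrate turnover signal | dosing = one dose, 20 µM | benchmarks = EDTA negative control, DMSO positive control | measure = activation factor | timing = 30 min reaction, room temperature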
TNAP inh noacc = TNAP (human) inhibition, acceptor-free conditions; inhibition, % at 20 µM; 200,000 tested, 0.26% active; P05186; AID 1012; purified TNAP, CDP-star luminescence, 30 min;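 active = tissue-nonspecific alkaline phosphatase inhibition above about 50% at 20 µM in the single-dose screen, limit read from the data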;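 also: 0% = DMSO negative control and 100% = EDTA positive control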
bIAP activator = increases bovine intestinal alkaline phosphatase activity. purified bovine IAP, CDP-star luminescence, 30 min; stronger effect = higher value; fold of DMSO-control signal, blank-subtracted. activation factor at 20 µM. 200,000 tested, 0.17% active. AID 1016;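 active = activation factor of 2 or more at 20 µM, a signal rise over negative controls twice the positive control's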
FLuc stim CS = firefly luciferase counter-screen for stimulation assays | ATPlite luciferase biochemical, luminescence, 10 min; 0 = ATP-free wells, 1 = DMSO control | 200,000 tested, under 10 active | P08659 | activation factor at 10 µM;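 active = luciferase activation factor, scaled between plate controls, of at least 2 with compound at 10 µM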
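Material: Luciferase/luciferin reagent mix | Doses: Test compounds dosed from 2 mM stocks in 100% DMSO | Timing: 10 min incubation after luciferase reagent addition, room temperature | Measured by: Luminescence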
* hit, by the source's call.

item	mol	FLuc inhib CS	APP transl inh	bIAP inh	L major viab	RAM inhibit	TNAP inh hiacc	TNAP act hiacc	TNAP inh noacc	bIAP activator	FLuc stim CS
1	COC(=O)Cn1cc(C(=O)OC)c2ccccc21	-7	6	-1	-5	2.0	-2	1	-10	1	1.1
2	O=C1NC(=Nc2ccccc2)SC1Cc1ccccc1 (stereo not given)	2	3	-24	2	1.6	-6	1.1	28	1.2	1
3	Cc1cc(C)cc(Nc2ccc(C(=O)O)cc2N)c1	-1	-50	-2	-12	0.6	3	1	-3	1	1
4	Cn1c(SCC(=O)N2CCN(c3ccccc3)CC2)nnc1-c1ccccc1	-7	-5	-3	5	-0.8	-4	1	-12	1	1.1
5	Cc1cc(C)nc(SCCC(=O)Nc2ccccc2C)n1	-1	-11	8	-4	0.0	-7	1.1	-7	0.9	1
6	COC(=O)c1ccccc1NC(=O)C1CCCN(S(=O)(=O)c2ccccc2)C1 (stereo not given)	-9	19	8	-4	4.3	-5	1	-7	0.9	1.1
7	COc1ccccc1N1CCN(CC(=O)c2c(C)n(C)c3ccccc23)CC1	-4	4	0	12	-1.2	-2	1	-6	1	1
8	CSc1cccc(-n2cc(-c3ccc4c(c3)OCO4)[nH]c2=O)c1	0	-59	10	-4	1.0	-3	1	12	0.9	1
9	COCNc1nc(OCC#N)nc(N(C)C)n1	-6	-8	-6	-3	0.6	-5	1	-7	1.1	1.1
10	COCCNC(=S)N/N=C(\C)c1cccc(C(F)(F)F)c1	1	19	-14	9	0.9	4	1	1	1.1	1
11	CCCN(Cc1cc2ccc(C)cc2[nH]c1=O)S(=O)(=O)c1ccccc1	-2	-1	11	64*	3.5	-2	1	-13	0.9	1
12	CCCc1nnc(SCC(=O)N2C(C)CCCC2C)n1CC (stereo not given)	-2	0	4	-8	0.9	-1	1	-7	1	1
13	C=CCNC(=O)c1ccc(-c2ccc([N+](=O)[O-])cc2)o1	6	-1	-50	-3	2.9	0	1	-6	1.5	0.9
14	CCn1c(SCC(=O)Nc2sc3c(c2C#N)CCC(C(C)(C)C)C3)nnc1-c1ccco1 (stereo not given)	0	1	0	-7	3.0	4	1	-3	1	1
15	Nc1c(S(=O)(=O)c2cccs2)c2nc3ccccc3nc2n1Cc1cccs1	-2	-3	2	16	9.1*	0	1	-6	1	1
16	CN(C(=O)Cn1nnc(-c2cccc(C(F)(F)F)c2)n1)C1CCCCC1	-4	13	1	-4	2.4	-2	1	-4	1	1
17	Fc1ccc(COc2ccc(Cl)cc2/C=N/Nc2nc(N3CCCC3)nc(N3CCCC3)n2)cc1	-6	2	12	3	3.5	1	1	-7	0.9	1.1
18	COc1ccc(CCC(=O)N2CCc3ccccc32)cc1	23	-37	9	-5	5.9	-2	1	-10	0.9	0.8
19	N#Cc1cccn1-c1nccc(-c2cccs2)n1	3	-29	10	2	2.9	-1	1	-8	0.9	1
20	O=c1c2[nH]c3ccccc3c2ncn1Cc1ccccn1	-5	-5	14	-5	2.8	-7	1.1	-15	0.9	1.1
21	COc1cccc(NC(=O)CSc2nnc(-c3ccc(C)cc3)o2)c1	-5	-217	6	1	2.0	-7	1.1	-17	0.9	1.1
22	COc1ccc(OC)c(C(=O)c2ccccc2)c1	-8	-6	-4	-3	0.4	-1	1	-3	1	1.1
23	C[N+]1(CCCCSc2ccc(O)cc2)CCCCC1	-8	-3	12	-3	1.0	-2	1	22	0.9	1.1
24	CC(C)c1ccc(O)c(NC(=O)c2cncc(Br)c2)c1	4	-23	9	2	-0.5	0	1	-5	0.9	1
25	CCOCCCNC(=O)c1c(C)[nH]c(C(=O)OCC)c1C	-3	0	17	-5	1.2	-1	1	-17	0.8	1
26	COc1ccc(CN2CCN(C(C)C)C(CCO)C2)cc1Cn1cncn1 (stereo not given)	-2	0	-8	-4	0.1	1	1	-5	1.1	1
27	O=c1c(Cc2c(F)cccc2Cl)c(O)ccn1C1CC1	-5	-18	18	6	-0.4	-6	1.1	-10	0.8	1.1
28	Cc1cc(C)cc(N(C(=O)c2sc(C)nc2C)C(C(=O)NCc2ccco2)c2ccccc2)c1 (stereo not given)	-6	0	-4	4	4.7	-1	1	0	1	1.1
29	COc1ccc2[nH]c(=O)c(CNc3ccccc3)cc2c1	2	-43	12	3	1.1	-2	1	0	0.9	1
30	COc1cccc(N(CC(=O)Nc2cccc(C(C)=O)c2)S(C)(=O)=O)c1	-3	-4	5	0	0.3	-4	1	-9	0.9	1
31	O=S(=O)(NCc1csc(-c2cccnc2)n1)c1ccc2c(c1)OCCO2	-7	4	9	4	-1.1	-7	1.1	-21	0.9	1.1
32	O=C(Nc1ccccc1C(=O)N1CCOCC1)C1CCCO1 (stereo not given)	-2	16	11	-1	0.8	-3	1	-12	0.9	1
33	CCc1c(C)sc(NC(=O)c2ccco2)c1C(=O)N1CCOCC1	-4	-9	8	-6	2.5	-7	1.1	-8	0.9	1
34	Cc1ccc(-n2c(-c3cccs3)nc3nc4ccccc4nc32)cc1	-3	5	6	9	3.7	0	1	-2	0.9	1
35	CN1CCN(C/C(=C2/N=C(c3ccccc3)OC2=O)N(C)C)CC1	-6	2	-6	-3	1.7	-7	1.1	4	1.1	1.1
36	Oc1c(Br)cc(Br)cc1/C=N/N1CCN(Cc2ccccc2)CC1	-4	-22	-11	-2	1.6	-7	1.1	-7	1.1	1

In the list so far, four contain fluorine.
item	mol	FLuc inhib CS	APP transl inh	bIAP inh	L major viab	RAM inhibit	TNAP inh hiacc	TNAP act hiacc	TNAP inh noacc	bIAP activator	FLuc stim CS
10	COCCNC(=S)N/N=C(\C)c1cccc(C(F)(F)F)c1	1	19	-14	9	0.9	4	1	1	1.1	1
16	CN(C(=O)Cn1nnc(-c2cccc(C(F)(F)F)c2)n1)C1CCCCC1	-4	13	1	-4	2.4	-2	1	-4	1	1
17	Fc1ccc(COc2ccc(Cl)cc2/C=N/Nc2nc(N3CCCC3)nc(N3CCCC3)n2)cc1	-6	2	12	3	3.5	1	1	-7	0.9	1.1
27	O=c1c(Cc2c(F)cccc2Cl)c(O)ccn1C1CC1	-5	-18	18	6	-0.4	-6	1.1	-10	0.8	1.1

Remaining list, next part
item	mol	FLuc inhib CS	APP transl inh	bIAP inh	L major viab	RAM inhibit	TNAP inh hiacc	TNAP act hiacc	TNAP inh noacc	bIAP activator	FLuc stim CS
37	CCOc1ccc(NC(=S)N2CCc3cc(OC)c(OC)cc3C2COc2ccc3c(C)cc(=O)oc3c2)cc1 (stereo not given)	-3	-2	-5	19	9.9*	-4	1	-13	1.1	1
38	CC(C)=CCN1CCN(Cc2cnc(C)s2)CC1CCO (stereo not given)	-3	-1	5	8	1.1	-1	1	-10	1	1
39	Cc1nc2cc(NC(=O)NC(C)(C)C)ccc2n1C	10	-17	-8	-4	0.2	-1	1	-9	1.1	0.9
40	CC(=O)c1ccc(NC(=S)NCc2ccco2)cc1	-5	-10	-14	0	0.0	-4	1	-8	1.1	1.1
41	Cc1c(NC(=O)C(C)N(c2ccccc2)S(C)(=O)=O)c(=O)n(-c2ccccc2)n1C (stereo not given)	-8	-6	-19	-1	0.5	2	1	-10	1.2	1.1
42	COc1ccc(N(C)C(=O)CCC(=O)Nc2ccc3nc(N4CCOCC4)cc(C)c3c2)c(OC)c1	4	-6	-11	25	-0.1	-3	1	-8	1.1	1
43	Cc1csc2c(C#N)c(=O)c3c(n12)CCC3	-6	-5	9	3	2.4	-2	1	-13	0.9	1.1
44	Cc1ccc(NC(=O)CSc2nc3ccccc3c(=O)n2CCCN2CCCCC2)cc1C	-4	0	-141	100*	-2.1	-1	1	-26	2.4*	1
45	CC(C)C(c1nnnn1C1CCCC1)N1CCCc2ccccc21 (stereo not given)	-6	-13	4	45	0.6	4	1	-5	1	1.1
46	Fc1ccccc1-n1c(-c2ccc3ccccc3n2)n[nH]c1=S	-4	-24	7	14	1.0	-5	1.1	0	0.9	1
47	CC(=O)Nc1ccc(S(=O)(=O)c2ccc(C)cc2)cc1	-5	-16	2	2	0.2	-3	1	-7	1	1
48	OC(COc1ccccc1)CSc1ncn[nH]1 (stereo not given)	-7	-19	9	-4	-0.8	-1	1	3	0.9	1.1
49	C=CCn1c(SCC(=O)c2cc(C)n(C(C)COC)c2C)nc2sc(C)c(C)c2c1=O (stereo not given)	-3	8	-7	19	7.8	-5	1	-8	1.1	1
50	CC1CCC(C(C)C)C(OCC[N+](C)(C)C)C1 (stereo not given)	-5	12	6	0	0.9	-3	1	-3	0.9	1.1
51	Cc1ccc2c(c1)N(Cc1cccc(Cl)c1)C(=O)c1cccnc1O2	-4	-9	31	3	6.2	-6	1.1	-8	0.7	1
52	CCc1cc2c(=O)[nH]c(N3CCCC3)nc2s1	3	-15	-9	-6	1.4	-1	1	-4	1.1	1
53	O=C(NC(=S)Nc1cccc2cccnc12)c1ccccc1	0	-8	19	-4	3.7	13	0.9	10	0.8	1
54	CCS(=O)(=O)c1nc2ccccc2n1Cc1ccccc1Cl	-6	7	9	11	1.6	-2	1	-2	0.9	1.1
55	CCc1cccc(C)c1NC(=S)N1CCCC1C(=O)O (stereo not given)	-10	-17	18	-6	1.2	-3	1	2	0.8	1.1
56	O=C(NC1CCCCC1)C1CCN(c2nnnn2-c2ccccc2)CC1	-3	6	-12	-4	2.3	-5	1	-10	1.1	1

Assay outcomes: PubChem BioAssay, several laboratories
